Compound activity as filed in PubChem BioAssay.
PKM2 activator: qHTS Assay for Activators of Human Muscle isoform 2 Pyruvate Kinase; Potency, µM (doses to about 57.5 µM), inactives show top-dose activation, actives largely listed as activators; AID 1631, 2009; actives 0.34% (n = 260,000); Pyruvate kinase PKM (Homo sapiens), P14618; purified PKM2, Kinase-Glo ATP luminescence, activation; response scale: 0% is enzyme alone, no compound; also: potency is read from the fitted curve at half-maximal effect; % is scaled to controls: 0 for no effect and ±100 for the full control effect; nearly all actives have a fitted effect of over 55% in size
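ATP formation by purified human PK-M2, quantified via coupled luciferase luminescence after 1 h at room temperature with 0.1 mM ADP and 0.5 mM PEP final.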
MBNL1 CUG block: qHTS Assay for Inhibitors of MBNL1-poly(CUG) RNA binding; Potency, µM (highest dose often 57.5 µM), for the others: top-dose activity change, negative = inhibition, actives largely listed as inhibitors; actives 0.036% (n = 280,000); TR-FRET MBNL1-His/biotin-(CUG)12 binding, 665/545 ratio; active = well fitted inhibition curve with a large enough effect in the signal ratio, with a control signal flat, not every such curve was filed as active; inconclusive = small, poorly fitted or top-dose-only effect, or effect the other way, or a change in a side signal; inactive = no such curve, though single readings can be large or run the other way; the % refers to the signal ratio; also: potency is read from the fitted curve at half-maximal effect; % is scaled to controls: 0 for no effect and ±100 for the full control effect
Target sequence (Q9NR56 whole entry, looked up): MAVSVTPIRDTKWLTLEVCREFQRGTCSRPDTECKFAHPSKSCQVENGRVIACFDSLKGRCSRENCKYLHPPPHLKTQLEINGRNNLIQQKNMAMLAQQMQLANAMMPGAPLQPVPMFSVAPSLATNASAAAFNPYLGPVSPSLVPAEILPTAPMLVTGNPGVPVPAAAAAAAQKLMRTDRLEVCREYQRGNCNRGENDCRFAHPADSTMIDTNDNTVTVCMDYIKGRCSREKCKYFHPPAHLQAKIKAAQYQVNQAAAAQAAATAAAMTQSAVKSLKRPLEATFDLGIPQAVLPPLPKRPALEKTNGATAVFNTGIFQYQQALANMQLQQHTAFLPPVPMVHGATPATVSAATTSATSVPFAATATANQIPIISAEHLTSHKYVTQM
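Ratiometric TR-FRET (665 over 545 nm, excitation 340 nm) tracks disruption of MBNL1-His/biotin-(CUG)12 complex after 60 min at room temperature, with compounds at 92 nM to 58 uM final.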
Chronic BCR inh: qHTS Assay to Find Inhibitors of Chronic Active B-Cell Receptor Signaling | Potency, µM (titrated, usually from 46.1 µM), for inactives: at the highest dose ratio change, negative = lower green/red ratio, actives largely listed as inhibitors | ABC-DLBCL IkBa-CBG/CBR reporter, luminescence ratio, 4 h | AID 493014, 2011 | actives 0.05% (n = 340,000); active = well fitted inhibition curve with a large enough effect in the signal ratio, with a control signal flat, not every such curve was filed as active; inconclusive = small, poorly fitted or top-dose-only effect, or effect the other way, or a change in a side signal; the % refers to the signal ratio;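 also: potency is read from the fitted curve at half-maximal effect; plate controls were basal doxycycline-induced cells for no effect and cells given 10 µM MG132 for full effect; MG132 reads +100%, hits lower the ratio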
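Doxycycline induced both beetle luciferases in TMD8 lymphoma cells; IKK-driven degradation limits the IkappaBalpha-fused green signal, while red luminescence normalises for cell number and nonspecific effects. Compounds tested up to 46 uM, 4 hrs.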
GALK inhibitor: qHTS Assay for Inhibitors of Human Galactokinase (GALK); Purified GALK, Kinase-Glo residual ATP luminescence; AID 1868, 2009; Potency, µM (titrated, usually from 57.5 µM), for inactives: at the highest dose activity change, negative = inhibition, hits mostly inhibitors; actives 0.007% (n = 270,000); P51570; also: potency is read from the fitted curve at half-maximal effect; % is scaled to controls: 0 for no effect and ±100 for the full control effect
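ATP-depletion format; final 35 uM ATP, 100 uM D-galactose, 5 nM enzyme; pH 8.0 HEPES/Mg2+ buffer; 60 min RT; luminescence read 10 min after detection reagent.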
Mito fusion act: qHTS Assay for Small Molecule Inhibitors of Mitochondrial Division or Activators of Mitochondrial Fusion; S. cerevisiae fusion-defective mutant growth rescue, CellTiterGlo 48 h; Potency, µM (series often up to 46.1 µM), for inactives: top-dose growth rescue (activation), most hits filed as activators; AID 485298, 2010; actives 0.23% (n = 320,000);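 also: potency is read from the fitted curve at half-maximal effect; % of control where 0% means no effect; nearly all actives have a fitted effect of over 45% in size; temperature-sensitive fusion mutants such as fzo1-1 at 37 °C on non-fermentable ethanol glycerol medium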
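Growth-rescue viability read-out: after 48 h at the non-permissive 37C in glycerol/ethanol YPEG, yeast mitochondrial fusion mutants are measured by CellTiterGlo luminescence; compounds (23 nl pinned per well) restoring growth score as division inhibitors or fusion activators.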
USP2a block: qHTS Assay for Inhibitors of Ubiquitin-specific Protease USP2a Using CHOP2 as the Reporter. Ubiquitin carboxyl-terminal hydrolase 2 (Homo sapiens), O75604. USP2 core, Ub-CHOP2 coupled fluorogenic reporter, 485/531. Potency, µM (highest dose often 38.3 µM), without a hit: at the top dose activity change, negative = inhibition, usual class: inhibitors. actives 0.01% (n = 330,000). AID 463254, 2010;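 also: potency is read from the fitted curve at half-maximal effect; plate controls were DMSO wells for no effect and full inhibition by NEM control for full effect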
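USP2 core (10nM final) preincubated 30min RT with compound in 20mM Tris-HCl pH 8.0, 2mM CaCl2, 2mM beta-mercaptoethanol, 0.05% CHAPS; 25nM Ub-CHOP2 plus 25nM reporter substrate added, fluorescence (Ex485/Em531) read after 60min.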
hERG WT inh: qHTS for Inhibitors of KCHN2 3.1: Wildtype qHTS; activity change, % at 1.84 µM; U2OS, BacMam KCNH2, thallium flux FluxOr; active compounds read low; Voltage-gated inwardly rectifying potassium channel KCNH2 (Homo sapiens), Q12809; actives 0.37% (n = 340,000);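 active = maximum activity change below -70%; inconclusive = maximum activity change between -70% and -50%; inactive = maximum activity change above -50%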; also: % is scaled to controls: 0 for no effect and ±100 for the full control effect
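U2OS cells transduced with wild-type KCNH2 virus are loaded with FluxOr dye for 45 min, and thallium flux is measured in kinetic reads before and after stimulation buffer. Rate constants are normalized to DMSO controls.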
ASM inhibitor: Inhibitors of Secretory Acid Sphingomyelinase (S-ASM): qHTS; placental ASM, HMU-PC fluorogenic substrate, 60 min; actives 0.006% (n = 340,000); AID 504937, 2011; Potency, µM (titrated, usually from 57.5 µM), inactives show at the top dose activity change, negative = inhibition, usual class: inhibitors; also: potency is read from the fitted curve at half-maximal effect
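Steps: dispense placental human ASM, pin compound, wait 10 min at room temperature, add HMU-PC0 substrate at 9 uM final, incubate 60 min at 37 °C, add stop solution raising pH to 10, read fluorescence.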
TSHR antagonist: Antagonists of the Thyroid Stimulating Hormone Receptor: HTS campaign; Thyrotropin receptor (Homo sapiens), P16473; TSHR-expressing cells, TSH-stimulated cAMP HTRF, 2 h; active compounds read low; activity change, negative = inhibition, % at 11.5 µM; actives 0.2% (n = 330,000);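 active = activity change below a set negative limit, meaning inhibition stronger than a set level, cut at about -70% in these data; inconclusive = activity change between two set negative limits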; also: % is scaled to controls: 0 for no effect and ±100 for the full control effect
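Freshly harvested TSHR cells receive pin-tooled compound, then EC80 TSH at 4nM final. After 2 hours at 37 deg C, antibody in lysis buffer and cAMP-d2 are added; 30 minutes at ambient temperature precede the HTRF read.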
Menin MLL FP TR: qHTS Assay for Inhibitors Targeting the Menin-MLL Interaction in MLL Related Leukemias: Competition With Texas Red Labeled MLL-derived Mutant Peptide. O00255. Menin + Texas Red MLL mutant peptide, fluorescence polarization. Potency, µM (series often up to 61.6 µM), for inactives: at the highest dose FP activity change, negative = inhibition, actives largely listed as inhibitors. actives 0.23% (n = 270,000); active = well fitted inhibition curve with a large enough effect in the polarisation, with a control signal flat, not every such curve was filed as active; inconclusive = small, poorly fitted or top-dose-only effect, or effect the other way, or a change in a side signal; inactive = no such curve, though single readings can be large or run the other way; the % refers to the polarisation; also: potency is read from the fitted curve at half-maximal effect; % of control where 0% means no effect; many of its hits are not listed in these tables
Target sequence (O00255 whole entry, looked up): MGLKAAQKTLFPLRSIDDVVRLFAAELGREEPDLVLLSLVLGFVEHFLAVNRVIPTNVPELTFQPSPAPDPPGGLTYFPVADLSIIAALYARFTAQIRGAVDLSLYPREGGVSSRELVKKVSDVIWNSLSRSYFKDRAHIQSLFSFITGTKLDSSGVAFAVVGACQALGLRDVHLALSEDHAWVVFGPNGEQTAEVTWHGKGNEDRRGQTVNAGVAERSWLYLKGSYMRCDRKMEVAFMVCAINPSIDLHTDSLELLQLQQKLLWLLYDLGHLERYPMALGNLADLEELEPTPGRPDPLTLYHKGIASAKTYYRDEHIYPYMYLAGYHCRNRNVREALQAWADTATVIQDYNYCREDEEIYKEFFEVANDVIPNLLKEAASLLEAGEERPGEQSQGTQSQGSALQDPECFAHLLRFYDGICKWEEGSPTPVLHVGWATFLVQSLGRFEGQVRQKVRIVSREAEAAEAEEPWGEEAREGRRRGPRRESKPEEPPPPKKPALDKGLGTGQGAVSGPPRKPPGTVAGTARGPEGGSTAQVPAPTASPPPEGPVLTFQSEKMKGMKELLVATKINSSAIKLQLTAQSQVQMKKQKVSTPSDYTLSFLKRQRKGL
Eya2 phos inh: qHTS Assay for Inhibitors of the Phosphatase Activity of Eya2. Protein phosphatase EYA2 (Homo sapiens), O00167. recombinant Eya2, OMFP fluorescence dephosphorylation (OMFP is methylfluorescein phosphate). Potency, µM (highest dose often 76.9 µM), inactives show at the top dose activity, negative = inhibition, actives largely listed as inhibitors. actives 0.006% (n = 330,000). AID 488837, 2010; also: potency is read from the fitted curve at half-maximal effect; % is scaled to controls: 0 for no effect and ±100 for the full control effect
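Eya2 (0.2 uM) preincubated 10 min at ambient with compound, then OMFP substrate added at 50 uM; 10 min reaction in 50 mM HEPES pH 7.5, 50 mM NaCl, 5 uM MgCl2, 0.05% BSA, 1 mM DTT. Fluorescence read at Ex 485/Em 525 nm.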
* hit, by the source's call; ? = inconclusive; · = not tested or not shown; & = joins results of further samples; [ ] = dose if it differs, or a comment. Unless noted, calls follow the shape of the dose curve; as a rule, active = well fitted curve in the direction sought with a large enough effect; inconclusive = small, poorly fitted or top-dose-only effect, or another doubt; inactive = no such curve, though single readings can be large; an effect the other way counts as inactive or inconclusive. These rows are one share of the data; rates above refer to the full screens.

SMILES | PKM2 activator | MBNL1 CUG block | Chronic BCR inh | GALK inhibitor | Mito fusion act | USP2a block | hERG WT inh | ASM inhibitor | TSHR antagonist | Menin MLL FP TR | Eya2 phos inh
CC1CCc2nc(NC(=O)c3cc(C(C)(C)C)nn3C)sc2C1 (configuration not stated) | -5% | -10% | ? | 5% | 19% | 4% | -1 | 6% | -2 | · | 12%
COc1ccc(C(=O)OCC(=O)N2CCc3ccccc3C2)cc1OC | · | · | ? | · | · | 2% | 3 | 3% | -4 | · | 2%
N#Cc1sc(C(N)=O)c(-c2ccccc2)c1-c1ccccc1 | 5% | 2% | 9% | 2% | 3% | 1% | -12 | 3% | -4 | · | 6%
O=C(Nc1ccccc1N1CCCCC1)C1=COCCO1 | · | · | -3% | · | 9% | -1% | -1 | 0% | -13 | · | -4%
COc1ccc2cc3c(nc2c1)OCC3 | 0% | -2% | 6% | -6% | 2% | 0% | -7 | 2% | 29 | 4% | -9%
Cn1cccc1-c1nc2ccc(NC(=O)c3ccco3)cc2[nH]1 | 3% | 1% | ? | -3% | -3% | 1% | 0 | -4% | -5 | · | 3%
COc1ccc2c(c1)C(c1ccc(Cl)cc1)NC(=O)C2 (configuration not stated) | · | · | -8% | · | -10% | 1% | -14 | 3% | -17 | · | 15%
CSc1ccc(CCNC(=O)CN2C(=O)c3cccnc3Oc3ccc(C)cc32)cc1 | · | -7% | 0% | 0% | 7% | 0% | 5 | -1% | -27 | 0% | 11%
COCCNC(=O)[C@H]1C[C@@H]1[C@H](NP(=O)(c1ccccc1)c1ccccc1)c1ccccc1 | 3%&4% | -9% | 0% | · | -5% | 2% | · | 4% | -2 | 9%&2% | 7%
Oc1c(C=Nc2ccc(Cl)cn2)sc2ccccc12 | 2% | 0% | ? | -2% | -3% | 6% | 0 | 2% | 4 | · | -10%
CCNc1nc(NCC)nc(C(=O)OCCO)n1 | -8% | 7% | 8% | 3% | 0% | -3% | 1 | 5% | 13 | 0% | -6%
CCN(CC(=O)Nc1cccc(S(=O)(=O)N2CCCCC2)c1)Cc1ccccc1 | · | · | ? | · | 7% | -2% | -5 | -2% | 6 | · | 2%
CC(C)(C)CN1CCNC(=O)C1CC(=O)NCCN1CCCc2ccccc21 (configuration not stated) | 0% | 11% | 4% | 1% | 2% | 0% | -3 | 5% | 5 | -13% | -2%
O=C1c2ccccc2C(Nc2ccc(S(=O)(=O)N3CCCCCC3)cc2)N1Cc1ccco1 (configuration not stated) | -13% | 14% | ? | 0% | 1% | -8% | 2 | 0% | -39 | 0% | 0%
Cc1cc(NC(=O)c2ccccc2Oc2ccccc2)no1 | -3% | 4% | 4% | 0% | 4% | 1% | -9 | -2% | -3 | -2% | 2%
CC(C)CCNc1ncnc2c1cnn2Cc1ccccc1Cl | · | -1% | -11% | · | -14% | -5% | -10 | 3% | -17 | 1% | -3%
CNc1oc(C)nc1S(=O)(=O)c1ccc(C)cc1 | 0% | -5% | -4% | 2% | -1% | -1% | 2 | 0% | 5 | -3% | 3%
CCOC(=O)c1c(NC(=O)c2nn(C)cc2[N+](=O)[O-])sc(C)c1C | -3% | 6% | -10% | -1% | 2% | 0% | 8 | -3% | -6 | ? | -15%
CN1CCN(NC(=O)/C=C/c2cccc(Cl)c2)CC1 | 3% | 9% | 0% | -5% | 3% | 1% | 2 | 4% | -11 | · | -7%
Cn1c(=O)cc(NCc2ccccc2)[nH]c1=O | -10% | -2% | 16% | -2% | 0% | 1% | 17 | -1% | 7 | 14% | -12%
CN(c1cc(=O)n2ccccc2n1)C1CCCCC1 | -6% | 6% | ? | -1% | 4% | -1% | -1 | 3% | -6 | -20% | -13%
O=C(Nc1ccc(-c2n[nH]c(=S)o2)cc1)c1ccccc1Cl | -16% | 16% | -1% | -2% | 7% | -5% | 1 | 2% | 1 | 25% | -6%
CCn1cc(/C=C/C(=O)Nc2ccn(Cc3c(F)c(F)cc(F)c3F)n2)cn1 | 21% | -3%[11.5 µM] | ? | · | -11% | 3% | -4 | 3% | -5 | -7% | -3%
COCCN1Cc2cccc(C(=O)NCc3ccc4c(c3)OCO4)c2C1=O | -3% | -18% | -1% | · | 2% | 2% | 2 | 0% | -15 | 4% | 5%
COCCCNC(=O)c1ccc(CS(=O)(=O)c2ccccc2C)o1 | · | -4% | 0% | -3% | 4% | 6% | 3 | 5% | -1 | 10% | -11%
COc1ccccc1OCCC(=O)OCC(=O)NCc1ccccc1 | -2% | -5% | 7% | 0% | -5% | 4% | -5 | 5% | 2 | 15% | 11%
CCOC(=O)NC(=O)c1cn(N(C)c2ncc(C(F)(F)F)cc2Cl)c(=O)[nH]c1=O | 3% | · | 3% | 10% | -2% | 8% | -2 | -3% | -4 | 5% | 2%
CCN(CC)S(=O)(=O)c1ccc(OC)c(NC(=O)c2cc(=O)[nH]c3ccccc23)c1 | 16% | -5% | -1% | -5% | -1% | 1% | 1 | -3% | 16 | 1% | 8%
CC(=O)N=C1SC2CS(=O)(=O)CC2N1Cc1ccc(C)cc1 (configuration not stated) | 0% | -10% | ? | 0% | 2% | 10% | 4 | 4% | 1 | · | ?
O=C(NNC(=S)Nc1ccccc1)c1ccncc1 | -14% | -10% | ? | 1% | -1% | 2% | 14 | 2% | 1 | -2% | -7%
COc1cccc(C(=O)CC(C(=O)O)c2ccc(F)cc2)c1 (configuration not stated) | -15% | · | 5% | 10% | -11% | 0% | -13 | 1% | 4 | 2% | 9%
COc1cc2cc(C)c3nnc(SCC(=O)Nc4cc(C)on4)n3c2cc1OC | -5% | 1% | -17% | 0% | 17% | -5% | -1 | 2% | 27 | 16% | 5%
CCOC(=O)c1c(C)nn(-c2ccc(NC(=O)c3c(C)noc3C)cc2)c1C | · | 2% | -1% | · | 10% | 4% | 42 | -3% | -5 | -7% | -10%
Cc1noc(/C=C/c2cccs2)c1S(=O)(=O)N1CCC(C(=O)NCCCN2CCC(C)CC2)CC1 | 1% | ? | 7% | 1% | -6% | 0% | 19 | 0% | -6 | -18% | -10%
Nc1c(S(=O)(=O)c2ccccc2)c2nc3ccccc3nc2n1CCN1CCOCC1 | 3% | -17% | 6% | · | 1% | 0% | · | · | 1 | 6% | -24%
O=C(COC(=O)Cc1ccccc1F)Nc1cc(S(=O)(=O)N2CCOCC2)ccc1N1CCCC1 | 9% | 2% | ? | 1% | -13% | 3% | 3 | -2% | -2 | -13% | 11%
COc1cccc(O)c1CN1CCC(C(=O)Nc2ccc(Oc3cccnc3)cc2)CC1 | 0% | -10% | ? | -8% | 0% | -2% | -3 | -1% | -41 | · | -6%
CCCn1c(=O)n(C)c(=O)c2c(SCC(=O)NCC(c3ccccc3)N(C)C)nc(CC(C)C)nc21 (configuration not stated) | -3% | -11% | 0% | 7% | -2% | -5% | 6 | -3% | -25 | · | 6%
CN(C)/C=C/c1oc2ccc(O)cc2c1[N+](=O)[O-] | -26% | ? | 10% | 6% | -6% | -16% | 0 | -3% | -14 | 10% | -16%
Nc1nc2ccccc2n1Cc1ccc(Cl)c(Cl)c1 | 11% | -8% | -1% | 3% | -12% | -5% | 4 | -2% | -7 | -1% | -16%
Cc1nc(NCc2ccco2)nc2c1C(=O)CC(C)C2 (configuration not stated) | 1% | -10% | 5% | 0% | 8% | 2% | -10 | 4% | 5 | -2% | -16%
O=C(O)/C=C/C(=O)NCc1ccccn1 | 1% | -5% | 18% | -2% | 3% | 4% | -10 | 7% | -3 | -12% | 7%
Cc1cc([N+](=O)[O-])nn1CCCC(=O)Nc1ccc2c(c1)OCO2 | · | ? | 9% | 0% | -2% | 0% | 8 | 4% | 13 | · | -9%
CC(=O)c1c(C)[nH]c(C(=O)OCC(=O)N2c3ccccc3NC(=O)C2(C)C)c1C | 2% | · | -8% | -3% | -6% | 1% | -1 | 7% | -17 | 7% | -1%
